Compound activity deposited in PubChem BioAssay by National Center for Advancing Translational Sciences (NCATS).
EPAC1 ag: qHTS for Agonist of cAMP-regulated guanine nucleotide exchange factor 3 (EPAC1): primary screen; Potency, µM (series often up to 154 µM), for the others: top-dose activation, actives largely listed as activators; AID 720707, 2013; Rap guanine nucleotide exchange factor 3 (Homo sapiens), O95398; hit rate 0.073% among 360,000; EPAC1 agonist qHTS, biochemical assay; response scale: 100% = response to 6.5 mM cAMP; note: potency is the fitted concentration of half-maximal effect; nearly all actives have a fitted effect of over 60% in size
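EPAC1 100 nM, Rap1B–BODIPY-GDP 250 nM, unlabeled GDP 50 uM; compound titration; 5 min RT; kinetic read ex480/em540 at 5-min intervals ×30 min; data normalized to 6.5 mM cAMP agonist control.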
FUS yeast rescue: qHTS for Suppressors of FUS Proteinopathy: Primary screen using FUS-linked yeast assay; S. cerevisiae FUS-expressing, growth rescue, OD600, 24 h; Potency, µM (series often up to 76.6 µM), without a hit: top-dose growth rescue (activation), most hits filed as activators; hit rate 0.24% among 390,000; AID 1347120, 2019;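 note: potency is the fitted concentration of half-maximal effect; plate controls were DMSO vehicle for no effect and reference control for full effect; nearly all actives have a fitted effect of over 55% in size; some results filed as inactive show a strong effect at the top dose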
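Read-out: OD at 600 nm after 24hr at 30C, reporting rescue of FUS-induced yeast toxicity. Cells at OD 0.005 in galactose (2%) minimal medium; compounds tested in a dilution series; CP55940 titration from 92uM final as control.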
Abeta rescue: qHTS for compounds that reverse cellular toxicity of Amyloid beta (A-beta) peptide in yeast: Primary Screen; yeast expressing A-beta42, growth rescue, OD600, 48 h; response scale: 0% DMSO, 100% iron-clioquinol control; Potency, µM (highest dose often 46.1 µM), inactives show at the top dose growth rescue, usual class: activators; hit rate 0.063% among 410,000; note: potency is the fitted concentration of half-maximal effect; nearly all actives have a fitted effect of over 55% in size
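Yeast A-beta toxicity model in growth medium with pinned compounds, 48 h at 30 C; growth read as absorbance at 600 nm. Normalized to FeCl3/clioquinol equimolar mix (positive) and DMSO (negative).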
IL2 activator: qHTS of IL-2 Activators | IL-2 activation reporter assay, cell-based qHTS; stimulated with anti-CD3/CD4/CD28 beads; in transgenic mouse T cells | activation, % (series mostly up to about 46 µM) | hit rate 0.065% among 360,000; in the data active = activation above about 50%; inconclusive = mostly about 30% to 49%; note: 0% is about no effect
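Quantitative HTS in unstimulated transgenic mouse T cells, with memory T cells as non-tolerant control and PMA/ionomycin as tolerance-bypass control. Compound pretreatment lasted 60 minutes before 18 h bead stimulation; EGFP/DsRed fluorescence read.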
PI5P4Ka inh: qHTS for Inhibitors of phosphatidylinositol 5-phosphate 4-kinase (PI5P4K). Phosphatidylinositol 5-phosphate 4-kinase type-2 alpha (Homo sapiens), P48426. PI5P4Kalpha enzyme, ADP-Glo luminescence, 60 min; stronger effect = lower value. max response, %. hit rate 1.2% among 330,000. AID 652105, 2013; active = max response of -50% or lower; inconclusive = between -30% and -50%; inactive = -30% or higher; note: value at the top dose of about 77 µM; % is set by controls: 0 for no effect and ±100 for the full control effect
Target sequence (P48426 whole entry, looked up): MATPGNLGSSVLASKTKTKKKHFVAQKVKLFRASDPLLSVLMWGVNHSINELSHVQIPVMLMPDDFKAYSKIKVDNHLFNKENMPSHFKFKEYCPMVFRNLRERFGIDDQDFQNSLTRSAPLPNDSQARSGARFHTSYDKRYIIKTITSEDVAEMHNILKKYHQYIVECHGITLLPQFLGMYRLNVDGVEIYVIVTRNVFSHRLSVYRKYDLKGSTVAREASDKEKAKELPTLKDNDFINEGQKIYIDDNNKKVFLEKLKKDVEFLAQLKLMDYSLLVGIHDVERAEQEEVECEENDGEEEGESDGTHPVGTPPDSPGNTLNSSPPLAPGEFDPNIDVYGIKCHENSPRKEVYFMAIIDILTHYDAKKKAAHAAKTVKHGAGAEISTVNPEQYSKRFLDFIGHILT
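Human PI5P4Kalpha with substrate in 0.038 M HEPES pH 7.4, 0.28 mM EGTA, 0.1% CHAPS, 5% DMSO; reaction started with 5 microM ATP (final), 60 min at room temperature. ADP formed read by ADP-Glo luminescence.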
PLK1 PBD inh: qHTS for Inhibitors of PLK1-PDB (polo-like kinase 1 - polo-box domain): Primary Screen; Serine/threonine-protein kinase PLK1 (Homo sapiens), P53350; hit rate 2.8% among 360,000; Potency, µM, for the others: max response, negative = inhibition, most hits filed as inhibitors; Plk1 PBD binding of FITC phosphopeptide, fluorescence polarization; note: potency is the fitted concentration of half-maximal effect; series mostly up to about 57 µM; % is set by controls: 0 for no effect and ±100 for the full control effect; nearly all actives have a fitted effect of over 65% in size
Target sequence (P53350 whole entry, looked up, the tested form may be a part): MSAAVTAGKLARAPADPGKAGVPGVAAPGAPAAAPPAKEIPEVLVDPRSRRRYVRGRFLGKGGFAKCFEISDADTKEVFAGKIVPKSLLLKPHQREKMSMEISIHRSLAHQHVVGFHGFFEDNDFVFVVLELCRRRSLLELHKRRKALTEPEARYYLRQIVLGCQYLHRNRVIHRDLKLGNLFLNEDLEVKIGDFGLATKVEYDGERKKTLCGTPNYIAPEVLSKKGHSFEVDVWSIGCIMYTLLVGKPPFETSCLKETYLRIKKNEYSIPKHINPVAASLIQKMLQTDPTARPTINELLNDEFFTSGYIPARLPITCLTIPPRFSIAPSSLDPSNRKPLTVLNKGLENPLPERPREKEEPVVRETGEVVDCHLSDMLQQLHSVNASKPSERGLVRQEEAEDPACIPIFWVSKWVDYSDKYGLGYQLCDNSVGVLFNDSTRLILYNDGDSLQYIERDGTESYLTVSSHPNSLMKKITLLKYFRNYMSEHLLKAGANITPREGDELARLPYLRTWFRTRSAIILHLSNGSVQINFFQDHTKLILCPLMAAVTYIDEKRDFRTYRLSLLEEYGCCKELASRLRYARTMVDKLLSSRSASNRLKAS
WRN helicase inh: qHTS for Inhibitors of WRN Helicase. hit rate 0.46% among 360,000. Potency, µM (doses to about 114 µM), without a hit: at the highest dose activity change, negative = inhibition, actives largely listed as inhibitors. WRN helicase unwinding, fluorescent forked duplex, kinetic. Bifunctional 3'-5' exonuclease/ATP-dependent helicase WRN (Homo sapiens), Q14191; note: potency is the fitted concentration of half-maximal effect; % is set by controls: 0 for no effect and ±100 for the full control effect; nearly all actives have a fitted effect of over 55% in size
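WRN at 20 nM final was preincubated with compound for 15 min at room temperature; reaction started with 100 nM forked duplex oligonucleotide carrying fluorophore and quencher plus 2 mM ATP (final). Unwinding followed kinetically by red fluorescence (ex 525/em 598 nm).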
EPAC1 antag: qHTS for Antagonist of cAMP-regulated guanine nucleotide exchange factor 3 (EPAC1): primary screen; Potency, µM (series often up to 115 µM), inactives show at the highest dose activity change, negative = inhibition, most hits filed as inhibitors; hit rate 0.14% among 360,000; EPAC1 GEF assay, Rap1b-BODIPY-GDP exchange fluorescence; Rap guanine nucleotide exchange factor 3 (Homo sapiens), O95398;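 note: potency is the fitted concentration of half-maximal effect; plate controls were vehicle for no effect and positive control for full effect; nearly all actives have a fitted effect of over 50% in size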
* hit, by the source's call; ? = inconclusive; / = not tested or not shown; [ ] = dose if it differs, or a comment. Unless noted, calls come from the whole dose curve; as a rule, active = well fitted curve in the direction sought with a large enough effect; inconclusive = small, poorly fitted or top-dose-only effect, or another doubt; inactive = no such curve, though single readings can be large; an effect the other way counts as inactive or inconclusive.

structure	EPAC1 ag	FUS yeast rescue	Abeta rescue	IL2 activator	PI5P4Ka inh	PLK1 PBD inh	WRN helicase inh	EPAC1 antag
CCCCOC(=O)CCNc1n[nH]c(=O)[nH]c1=O	-3.8%	0.0%	7.8%	-3.7	-3.0	0.2%	9.2%	12.1%
O=C(CNC(=O)c1ccco1)NNC(=O)c1ccc(Br)cc1	-12.0%	-5.2%	1.3%	0.1	-4.7	1.9%	-4.8%	18.3%
CCC1(C)NC(=O)N(/N=C/c2ccc(C)s2)C1=O (stereo unspecified)	0.4%	-23.1%	-1.2%	0.1	-0.8	3.9%	-0.8%	-5.8%
COc1ccccc1N1CCN(C(=O)CN2C(=O)c3ccccc3S2(=O)=O)CC1	-1.3%	2.9%	-4.4%	6.9	1.4	1.3%	-11.0%	-2.0%
CC(OC(=O)C1CCN(S(=O)(=O)c2ccc(C(C)(C)C)cc2)CC1)C(=O)N(C)C1CCCCC1 (stereo unspecified)	-2.8%	23.0%	14.5%	0.1	0.5	-11.2%	-9.7%	-29.2%
COc1ccccc1S(=O)(=O)N(C)C[C@@H]1OCc2cn(nn2)CCCC(=O)N([C@@H](C)CO)C[C@H]1C	15.2%	-12.2%	-0.8%	0.0	-2.1	-10.1%	8.4%	-19.7%
O=C(NCCCN1CCOCC1)C(=O)NCc1ccccc1Cl	8.8%	13.5%	4.0%	-0.9	-0.6	-1.8%	-5.4%[57.1 µM]	?
CC(C)c1onc(C(=O)NC2CCCC2)c1[N+](=O)[O-]	-9.9%	-18.1%	2.3%	-1.9	2.4	-3.1%	7.0%	-16.1%
CC(C(=O)Nc1ccc(F)c(F)c1F)N(C)CC(=O)Nc1ccccc1Br (stereo unspecified)	-1.4%	9.8%	14.2%	-1.7	11.3	-8.4%	-3.7%	-10.2%
COC(=O)c1c(NC(=O)c2ccccc2N(C)S(=O)(=O)c2ccccc2)sc2c1CCCC2	9.8%	33.7%	-1.9%	-0.1	6.8	-7.5%	-7.5%	-24.7%
C/C(=N\NC(=O)Cc1c(C)[nH][nH]c1=O)c1ccc(Cl)c(Cl)c1	-3.9%	-41.4%	-6.9%	-2.0	-29.6	2.0%	2.8%	-25.4%
CN(CC(=O)Nc1cccc(F)c1)CC(=O)N1CCCCC1	-2.7%	-9.3%	2.7%	-0.6	0.9	-5.3%	6.5%	9.4%
COc1ccc(/C=C/C(=O)OCC(=O)NC2CCCC(C)C2C)cc1S(=O)(=O)N1CCOCC1 (stereo unspecified)	3.0%	6.4%	8.6%	0.3	0.8	-5.2%	-1.8%	-0.5%
CCOC(=O)[C@]12CCCC=C1N(Cc1ccc3c(c1)OCO3)C(=O)[C@H](CC(=O)NCC13CC4CC(CC(C4)C1)C3)C2	-4.3%	35.1%	-5.8%	-0.7	2.1	2.9%	-0.3%	-11.6%
CC(C)=CC(=O)Nc1ccccc1Br	11.5%	2.1%	-3.9%	-3.6	/	-13.4%	2.4%	2.4%
CCn1c(=O)cc(SCC(=O)N2CCN(c3ccccc3OC)CC2)c2ccccc21	0.0%	34.1%	-2.9%	0.7	/	-6.2%	-6.2%	-3.5%
COc1ccc(NC(=O)CSc2nc(=O)n(CCN(C)C)c3c2CCCC3)cc1OC	4.0%	10.8%	17.7%	-0.7	-6.0	-1.2%	-4.9%	-9.1%
CCSc1cc(C)nc2c(-c3ccccc3)cnn12	-4.7%	-4.2%	6.1%	-0.1	1.6	2.5%	-0.6%	-1.0%
COCc1c(C(=O)N/N=C(\C)c2ccc(Cl)s2)nnn1-c1nonc1N	0.4%	-20.2%	-6.4%	0.8	0.3	1.8%	5.3%	-10.0%
CN(C)S(=O)(=O)c1cccc(CSCc2cccc(S(=O)(=O)N(C)C)c2)c1	6.0%	21.9%	-10.5%	-0.1	7.9	-1.1%	1.5%	12.2%
NC(=O)c1c(/N=C/c2cccnc2)sc2c1CCCC2	-0.5%	13.9%	-10.2%	-2.4	-6.6	-26.8%	-16.6%	-4.0%
CCOc1ccc(CN2CCN(CCCc3ccccc3)CC2CCO)cc1 (stereo unspecified)	-5.1%	-12.8%	10.2%	-0.1	6.6	-5.4%	-3.1%	-5.7%
COc1ccccc1CNC(=O)C1CCCC1	4.5%	-19.3%	4.6%	-1.8	-3.7	0.0%	-10.6%	0.2%
COC(=O)[C@H](CCSC)NC(=O)NCCC1=CCCCC1	6.8%	10.2%	-0.3%	-0.8	/	0.8%	-4.2%	3.2%

In another format: results already given.
COCc1c(C(=O)N/N=C(\C)c2ccc(Cl)s2)nnn1-c1nonc1N
  EPAC1 ag: 0.4% | FUS yeast rescue: -20.2% | Abeta rescue: -6.4% | IL2 activator: 0.8 | PI5P4Ka inh: 0.3 | PLK1 PBD inh: 1.8% | WRN helicase inh: 5.3% | EPAC1 antag: -10.0%

COc1ccc(/C=C/C(=O)OCC(=O)NC2CCCC(C)C2C)cc1S(=O)(=O)N1CCOCC1 (stereo unspecified)
  EPAC1 ag: 3.0% | FUS yeast rescue: 6.4% | Abeta rescue: 8.6% | IL2 activator: 0.3 | PI5P4Ka inh: 0.8 | PLK1 PBD inh: -5.2% | WRN helicase inh: -1.8% | EPAC1 antag: -0.5%

Other entries follow:
structure	EPAC1 ag	FUS yeast rescue	Abeta rescue	IL2 activator	PI5P4Ka inh	PLK1 PBD inh	WRN helicase inh	EPAC1 antag
Cc1cccc(-c2noc(CN(C(=O)c3ccc(Br)o3)C(C)C)n2)c1	14.5%	18.1%	0.0%	-0.6	5.7	-5.4%	-16.8%	-3.8%
CC(=O)NNC(=O)c1sc(=S)n2c1[nH]c(=O)c1sccc12	-15.7%	24.3%	-5.4%	-0.2	187.8	21.2µM*	?	?
Cc1ccc(CNC(=O)CS(=O)Cc2nc(-c3ccccc3F)oc2C)cc1 (stereo unspecified)	-8.1%	25.6%	1.3%	-3.6	-14.2	?	2.3%	4.5%
CCn1c(-c2c[nH]c3ccccc23)n[nH]c1=S	0.5%	4.3%	-0.5%	-1.2	/	-12.1%	-1.0%	-1.8%
CC(O)c1nc2ccccc2n1Cc1ccc([N+](=O)[O-])cc1 (stereo unspecified)	3.3%	/	0.0%	-0.3	12.2	-3.0%	-4.5%	-11.5%
CC(C)[C@H]1COCCS(=O)(=O)N1Cc1ccccc1-c1ccc(C(C)(C)C)cc1	-24.8%	37.3%	16.6%	0.1	19.5	-5.6%	-15.8%	-9.5%
O=C(CN(Cc1ccco1)C(=O)c1ccc(Cl)cc1)Nc1c(Cl)cc(Cl)cc1Cl	-3.1%	27.7%	-7.9%	-1.8	0.5	-17.6%	4.1%	?
CCn1cc(C(=O)NCc2cccs2)c(=O)c2ccc(C)nc21	8.0%	-10.2%	6.1%	-0.3	0.3	0.4%	-6.8%	-4.5%
O=C(COc1ccccc1Cl)NCCCN1CCOCC1	3.0%	-13.6%	2.1%	-0.3	-0.1	-21.2%	0.4%	-5.1%
C/C(=N\NC(=S)NC(C)C)c1ccccc1	4.4%	2.7%	11.2µM*	-3.4	2.6	-14.4%	5.3%	-1.1%
Cc1ccc(C)c(NC2=NCC(=O)N2c2ccc3c(c2)OCCO3)c1	3.1%	9.3%	-0.9%	0.1	0.4	-7.1%	-1.3%	5.1%
CC(=O)COc1ccc2c(C)c(-c3ccccc3)c(=O)oc2c1	4.4%	-1.5%	-1.6%	-2.0	1.1	-4.7%	-9.2%	-11.5%
CC1=C(C(=O)N2CCCCCC2)CC(CC(=O)NC2CCCC2)C(=O)N1Cc1ccc(C(C)(C)C)cc1 (stereo unspecified)	-0.9%	32.0%	-17.3%	-0.6	10.6	-5.6%	-0.8%	-7.5%
CC(C)(CO)NCc1cc(Br)ccc1OCc1ccccc1	7.2%	-11.3%	2.3%	-2.0	/	-7.4%	-3.5%	13.4%
CCOC(=O)c1cnn(-c2ccc(Cl)cc2)c1C1CCN(C(=O)OC(C)(C)C)CC1	1.0%	?	2.2%	-4.3	-0.2	-9.6%	-12.3%	-18.0%
COc1ccc(C2CC(c3ccc(Br)cc3)=NN2C(=O)CN2CCCC2)cc1 (stereo unspecified)	1.3%	9.3%	6.7%	2.3	5.2	-1.8%	-10.8%	-2.5%
CCN(CC)c1ccc(C(=O)OCC(=O)Nc2ccccc2-c2ccccc2)cc1	1.8%	11.3%	-15.6%	-0.7	3.2	-12.0%	3.8%	-4.9%
c1ccc(CCCN2CCN(c3ccccc3)CC2)cc1	-0.6%	11.9%	-6.5%	0.6	1.7	-6.3%	-18.8%	2.1%
COc1ccc2oc(=O)c(C(=O)N3CCN(c4ccc(F)cc4)CC3)cc2c1	-0.5%	-17.3%	29.2%	6.8	-5.7	-2.2%	-15.4%[57.1 µM]	3.6%
CCCCNC(=O)CCn1c(=O)c2ccccc2n(CC(=O)Nc2ccccc2OCC)c1=O	10.8%	-23.7%	9.7%	-0.7	-3.7	-1.4%	0.9%	1.4%
Cc1cccc(NC(=O)CSCC(=O)Nc2ccccc2N2CCCCC2)c1	8.7%	7.9%	3.7%	-3.8	17.3	1.2%	-3.7%	-2.8%
COc1cc(/C=C(\C#N)C(=O)NC(C)C)cc(Cl)c1O	4.6%	-5.6%	15.0%	0.2	-27.0	-11.3%	0.2%	?
CC(C)C(=O)Nc1ccc(NC(=O)c2ccco2)cn1	-1.6%	25.9%	-9.1%	-1.4	-9.9	-1.3%	12.0%	0.0%
O=C(c1ccco1)N1CCN(C(c2ccccc2F)c2nnnn2CC2CCCO2)CC1 (stereo unspecified)	1.9%	-27.6%	-3.9%[9.22 µM]	0.7	0.0	-7.0%	-24.5%	-5.6%
Cc1cc(C(=O)N(C)CC(=O)Nc2ccc(Cl)c(C(F)(F)F)c2)no1	-5.2%	-1.0%	10.5%	-4.5	7.9	-0.6%	4.6%	0.0%
COC(=O)c1cc(C#N)c(N2CCOCC2)nc1C	11.2%	-0.6%	?	0.7	-1.6	-4.8%	1.3%	0.4%
CN1CCN(C(=O)c2ccc(-c3ccccc3)cc2)CC1	1.3%	9.2%	-4.0%	0.9	-8.8	-4.1%	-19.7%	-2.1%
